# Screening data deposited in PubChem by The Scripps Research Institute Molecular Screening Center.
# NCOA2 inhibitor: inhibits human steroid receptor coactivator 2. Q15596. HEK293 GAL4-SRC2 luciferase reporter, luminescence. inhibition, % at 9 µM. hit rate 0.17% among 370,000. AID 651957;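 active means inhibition above the mean inhibition of all tested compounds plus 3 SD, set per campaign, cut at about 52% in these data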;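 further: 0% = DMSO treated cells and 100% = cells given Gossypol at 36 µM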
# Target sequence (Q15596 whole entry, looked up, the tested form may be a part): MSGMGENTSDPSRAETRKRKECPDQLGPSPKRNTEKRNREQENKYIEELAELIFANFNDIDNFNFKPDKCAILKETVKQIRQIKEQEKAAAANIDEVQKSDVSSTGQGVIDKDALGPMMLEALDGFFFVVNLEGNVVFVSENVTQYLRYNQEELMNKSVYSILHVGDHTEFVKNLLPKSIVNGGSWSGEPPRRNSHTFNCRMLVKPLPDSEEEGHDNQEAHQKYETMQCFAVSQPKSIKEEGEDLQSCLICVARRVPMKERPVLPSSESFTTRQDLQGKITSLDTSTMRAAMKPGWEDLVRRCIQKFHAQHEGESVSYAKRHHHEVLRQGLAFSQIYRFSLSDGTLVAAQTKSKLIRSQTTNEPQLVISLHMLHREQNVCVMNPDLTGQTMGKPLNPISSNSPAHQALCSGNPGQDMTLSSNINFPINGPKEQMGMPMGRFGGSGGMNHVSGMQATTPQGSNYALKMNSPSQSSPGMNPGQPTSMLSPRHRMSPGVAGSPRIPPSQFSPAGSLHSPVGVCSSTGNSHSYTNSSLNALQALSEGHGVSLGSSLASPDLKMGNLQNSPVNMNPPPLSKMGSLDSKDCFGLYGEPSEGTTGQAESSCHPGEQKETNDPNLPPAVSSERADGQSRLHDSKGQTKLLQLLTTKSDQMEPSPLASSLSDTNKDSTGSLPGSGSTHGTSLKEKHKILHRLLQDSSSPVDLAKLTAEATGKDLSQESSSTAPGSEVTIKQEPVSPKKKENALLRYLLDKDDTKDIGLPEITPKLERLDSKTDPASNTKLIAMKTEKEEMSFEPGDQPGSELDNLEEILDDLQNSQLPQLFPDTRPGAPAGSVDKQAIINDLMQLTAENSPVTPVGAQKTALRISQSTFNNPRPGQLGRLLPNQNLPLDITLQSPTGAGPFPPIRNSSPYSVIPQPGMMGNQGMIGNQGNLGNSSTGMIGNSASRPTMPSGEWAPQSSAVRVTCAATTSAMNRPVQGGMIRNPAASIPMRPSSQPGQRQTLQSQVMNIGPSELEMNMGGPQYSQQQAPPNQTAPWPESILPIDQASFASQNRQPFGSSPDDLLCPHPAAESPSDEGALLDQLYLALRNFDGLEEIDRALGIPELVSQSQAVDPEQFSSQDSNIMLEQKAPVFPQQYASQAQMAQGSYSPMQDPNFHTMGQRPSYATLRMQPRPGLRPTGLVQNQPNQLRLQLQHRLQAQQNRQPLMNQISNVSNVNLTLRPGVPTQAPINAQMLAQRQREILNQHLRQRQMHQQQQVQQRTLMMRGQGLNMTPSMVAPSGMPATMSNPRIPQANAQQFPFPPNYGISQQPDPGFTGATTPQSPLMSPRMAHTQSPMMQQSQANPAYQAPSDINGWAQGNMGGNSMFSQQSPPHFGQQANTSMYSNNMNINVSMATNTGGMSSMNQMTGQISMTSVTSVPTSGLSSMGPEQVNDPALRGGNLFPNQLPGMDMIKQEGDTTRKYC
# Starred values were filed as active, the others as inactive. A portion of the library (hit frequency here may not be typical).
NCOA2 inhibitor	canonical_smiles
4.1	COc1ccc(NC(=O)N(C)C[C@H]2OCc3cn(nn3)CCCC(=O)N([C@H](C)CO)C[C@@H]2C)cc1
-40.3	CN(C)C(=O)c1cccc(-c2csc(N3CCC(C(N)=O)CC3)n2)c1
-13.6	CCN(CC)C(=O)CC[C@@H]1CC[C@]2(CCCN(C(=O)c3ccccc3)C2)O1
-8.9	CC(c1cc(F)ccc1O)c1c[nH]c2ccccc12 (centres undefined)
7.9	CCOC(=O)C1=C(C)N(CCCCCC(=O)O)C(=O)NC1c1ccccc1OC(=O)c1cccs1 (centres undefined)
-8.3	CCN=C1NC(c2ccc(C(F)(F)F)cc2)C(C(=O)OC)=C(C)N1Cc1ccccc1C(F)(F)F (centres undefined)
-15.0	CCCCCN1CCCCC(NC(=O)c2ccc(F)cc2)C1=O (centres undefined)
16.9	COC(=O)C1CN(Cc2cn(Cc3ccccc3)nn2)CCS(=O)(=O)N1Cc1ccc(F)cc1 (centres undefined)
-16.1	CCn1ncc2c(=O)c(C(=O)c3ccccc3)c[nH]c21
-19.4	CCc1c(C(C)O)oc2ccc3c(C)cc(=O)oc3c12 (centres undefined)
6.1	COc1cc(CN2CCN(c3cc(C)ccc3C)CC2)cc([N+](=O)[O-])c1O
-33.7	COC(=O)N1CCCC1c1cccc2[nH]cc(C)c12 (centres undefined)
1.6	O=C(NC1CCCCN(Cc2cccc(F)c2)C1=O)c1cccc(F)c1 (centres undefined)
-17.4	CCCCCCC12Cc3cc(OC)c(OC)cc3C(O1)C1=C(O2)C(C)(C)CCC1=O (centres undefined)
6.6	CC(=O)NCc1ccc(S(=O)(=O)NC2CCN(Cc3ccccc3)CC2)cc1
-29.2	C=CCN1C(=O)[C@@H](CC(=O)N2CCN(C(=O)c3ccco3)CC2)[C@]2(C(=O)OCC)CCCCC/C=C/12
-18.6	Cc1ccc(-n2c(SCC(=O)Nc3cccc4ccccc34)nnc2-c2cnccn2)cc1
16.8	CN(C(=O)[C@@H](Cc1ccccc1)NC(=O)[C@H]1O[C@@H](n2ccc(=O)[nH]c2=O)[C@H](O)[C@@H]1O)C1CCCCC1
2.3	COC(=O)C(CC(C)C)N(Cc1ccc(Br)cc1)S(=O)(=O)CCl (centres undefined)
-18.2	COc1cc(-c2ccc(NC(=O)NC3CC3)c(OC)c2)ccc1NC(=O)NC1CC1
-4.4	CCCC[C@H]1C2CC(OC(=O)Nc3ccc4c(c3)OCO4)C(C2)[C@H]2CCCCN21 (some centres undefined)
-6.4	CCCCN1CC(COc2ccc(OC)cc2)OCCS1(=O)=O (centres undefined)
11.4	NC(=O)c1ncn([C@@H]2O[C@H](C(=O)N[C@H](Cc3ccccc3)C(=O)N3CCN(c4ccc(Cl)cn4)CC3)[C@@H](O)[C@H]2O)n1
8.0	C[C@@H]1CN([C@@H](C)CO)C(=O)CCCn2cc(nn2)CO[C@H]1CN(C)C(=O)Nc1ccc2c(c1)OCCO2
14.6	N#CCC[C@@H]1CC[C@]2(CCCN(Cc3ccc(Br)cc3)C2)O1

# Four entries out of the list above, ordered by the value under NCOA2 inhibitor, smallest number first.
Molecule	NCOA2 inhibitor
COc1cc(-c2ccc(NC(=O)NC3CC3)c(OC)c2)ccc1NC(=O)NC1CC1	-18.2
CCn1ncc2c(=O)c(C(=O)c3ccccc3)c[nH]c21	-16.1
CC(c1cc(F)ccc1O)c1c[nH]c2ccccc12 (centres undefined)	-8.9
CCN=C1NC(c2ccc(C(F)(F)F)cc2)C(C(=O)OC)=C(C)N1Cc1ccccc1C(F)(F)F (centres undefined)	-8.3

# Additional records:
NCOA2 inhibitor	canonical_smiles
21.1	C[C@H](CO)N1C[C@H](C)[C@@H](CN(C)C(=O)Nc2ccccc2)OCc2cn(nn2)CCCC1=O
18.2	CN1c2ccc(-c3cccc(F)c3)cc2[C@H]2[C@H](CCN2S(=O)(=O)c2cccc(F)c2)[C@H]1CO
4.9	O=C(O)c1ccc(C#Cc2cccc(F)c2)cn1
10.1	Cc1cc(-c2n[nH]c(=S)n2N=Cc2cc(Br)ccc2F)n[nH]1
-16.6	COC(=O)[C@]1(CNC(=O)C(F)(F)F)CC(=O)N(C)[C@@H]1c1ccccc1
-4.1	O=C(NCc1ccccc1)[C@@H]1CCCN1C(=O)[C@H]1CCCN1C(=O)c1ccccc1
16.6	COC(=O)c1cc(-c2cccc3c2sc2ccccc23)c(=O)n2c1CCC2
-9.3	CC(C)(C)OC(=O)[C@H](Cc1ccccc1)NCC(=O)OCc1ccc(C(=O)NCc2ccccc2)cc1
-12.7	CCn1c2ccccc2c2cc(NC(=O)COC(=O)c3ccc(F)cc3Cl)ccc21
-5.9	COc1ccc(-c2cc(C(=O)NN=Cc3ccc(C)s3)[nH]n2)cc1
-7.7	CC(=O)c1cc(-c2ccc(Oc3ccccc3)cc2)c(=O)n2c1CCC2
-16.8	COc1ccc(NC(=O)COc2ccc(C)cc2)c([N+](=O)[O-])c1
-14.7	COC(=O)[C@H]1C[C@@]2(N3CCCCC3)c3ccccc3N(S(=O)(=O)c3ccccc3)[C@H]2N1
-12.8	COc1cc2c(cc1OC)CSC1C(=O)N(C)C(SC2)C(=O)N1C
-19.9	Cc1cc(-c2n[nH]c(=S)n2N=Cc2ccc(OCc3ccccc3)cc2)n[nH]1
-30.9	CC(NC(=O)C(NC(=O)OCc1ccccc1)C(C)O)C(=O)OCc1ccccc1 (centres undefined)
11.1	COC(=O)[C@]12C[C@H](CC(=O)NCc3cccc(C(F)(F)F)c3)C(=O)N(Cc3ccc(Cl)cc3Cl)C1=C[C@H](C1CCCC1)O[C@@H]2C
36.1	C[C@@H]1CCN(C2CC2)S(=O)(=O)c2ccc(N3CCC[C@H]3C)cc2O1
-4.2	CCCCNC(=O)C[C@H]1C[C@@]2(C(=O)OC)C(=C[C@H](C(C)C)O[C@@H]2C2CC2)N(Cc2ccccc2)C1=O
-6.5	COc1ccc(-c2cc(C(=O)N(C3CCCCC3)C3CCCCC3)no2)cc1
-2.0	Cc1cccc(C)c1NC(=O)C1CCN(c2ncccn2)CC1
11.9	COC(=O)C1=C(C)N(Cc2ccccc2)C(=S)NC1c1ccc(Br)cc1 (centres undefined)
-9.0	Cc1cc(N2CCN(CC(C)(C)O)C[C@H]2C)ccc1N1CCN(Cc2ccccc2)[C@H](C)C1
-6.9	Cc1nnc(SCc2nc3sc4c(c3c(=O)[nH]2)CCCC4)n(N)c1=O
14.2	CN(CCOC(=O)CCCc1ccccc1)C1CN(Cc2cn(Cc3ccccc3F)nn2)S(=O)(=O)C1 (centres undefined)

# Two neighbouring entries already listed:
NCOA2 inhibitor	canonical_smiles
21.1	C[C@H](CO)N1C[C@H](C)[C@@H](CN(C)C(=O)Nc2ccccc2)OCc2cn(nn2)CCCC1=O
18.2	CN1c2ccc(-c3cccc(F)c3)cc2[C@H]2[C@H](CCN2S(=O)(=O)c2cccc(F)c2)[C@H]1CO

# (further entries)
NCOA2 inhibitor	canonical_smiles
-62.4	C/C(=N\NC(=O)C1CC1)c1ccc(NC(=O)c2ccc(Br)o2)cc1
7.2	Clc1ccc(C(Cn2ccnc2)OCc2ccsc2Cl)c(Cl)c1 (centres undefined)
-14.5	O=C(Nc1ccc2c(c1)OCO2)N1CCC(c2nc3ccc(Cl)cc3[nH]2)CC1
-6.1	O=C(NC1CCCCN(Cc2cccc(Cl)c2)C1=O)c1ccc2ccccc2c1 (centres undefined)
7.3	COc1ccc(S(=O)(=O)N2CCCCCC2)c2ccccc12
-30.1	NS(=O)(=O)c1ccc(NC(=S)N2CCN(S(=O)(=O)c3ccc(F)cc3)CC2)cc1
-2.4	O=C(NC1CCCC1)C1CSCCS(=O)(=O)N1Cc1ccccc1 (centres undefined)
-8.8	C#CCNC(=O)C[C@H]1C[C@@]2(C(=O)OC)C(=C[C@H](C(C)C)O[C@@H]2C2CC2)N(Cc2ccccc2)C1=O
-11.4	CN(CCOC(=O)c1cccs1)C1CN(Cc2cn(Cc3ccccc3Cl)nn2)S(=O)(=O)C1 (centres undefined)
-2.6	C[C@H](CO)N1C[C@H](C)[C@@H](CN(C)C(=O)Nc2ccc3c(c2)OCCO3)OCc2cn(nn2)CCCC1=O
0.6	C=CCOC(=O)C(CO)NC(=O)CCCC(=O)O (centres undefined)
-7.5	COc1ccc(-c2cc(-c3nnc4sc(Cc5cccs5)nn34)[nH]n2)cc1
2.1	COc1ccc(C2C(C(=O)Nc3cc(Cl)ccc3F)CCC(=O)N2c2ccc(OC)cc2)cc1 (centres undefined)
26.1	CSCCC(c1nc2ccccc2[nH]1)n1c(/C=C/c2ccc(Cl)cc2)nc2ccccc21 (centres undefined)
-16.2	COC(=O)C1=C(C)N(C)C(=NCc2ccc(OC)cc2)NC1c1ccccc1C(F)(F)F (centres undefined)
-29.5	CCNC(=O)N1CCN(c2ccc(N3CCN(Cc4ccccc4)[C@H](C)C3)c(C)c2)[C@@H](C)C1
3.3	O=C1CC(N2CCCN(Cc3ccccc3)CC2)=NC(=O)N1c1ccc(Br)cc1
-7.5	Cc1cc(O)cc(=O)n1-c1cccc([N+](=O)[O-])c1
9.4	COc1cc(Nc2cc(C)n(-c3ccc(Cl)c(OC)c3)c(=O)c2)ccc1Cl
18.0	O=C(NCc1ccccc1Cl)C1CCC(CNS(=O)(=O)c2cccc3cccnc23)CC1 (centres undefined)
0.9	Cc1ccccc1CC(=O)N1CCC(n2nnc3ncccc32)CC1
-1.3	Cn1c(SCCc2ccccc2)nnc1-c1ccco1
16.1	CC(=O)Nc1ccc(C(/C=C/c2ccccc2)Cc2ccccc2)cc1 (centres undefined)
-4.7	O=C(OCc1cn(Cc2cc(F)ccc2F)nn1)N1CCOCC1
13.9	C/C(C=NNC(=O)CSc1nnc(-c2ccc(Cl)cc2)n1-c1ccccc1)=C\c1ccccc1

# A few values from the entries so far.
# NCOA2 inhibitor result of `CN(CCOC(=O)c1cccs1)C1CN(Cc2cn(Cc3ccccc3Cl)nn2)S(=O)(=O)C1` (centres undefined) : -11.4
# NCOA2 inhibitor result of `C=CCOC(=O)C(CO)NC(=O)CCCC(=O)O` (centres undefined) : 0.6
# NCOA2 inhibitor result of `C/C(C=NNC(=O)CSc1nnc(-c2ccc(Cl)cc2)n1-c1ccccc1)=C\c1ccccc1` : 13.9
# NCOA2 inhibitor result of `O=C(NCc1ccccc1Cl)C1CCC(CNS(=O)(=O)c2cccc3cccnc23)CC1` (centres undefined) : 18.0
# NCOA2 inhibitor result of `COc1ccc(C2C(C(=O)Nc3cc(Cl)ccc3F)CCC(=O)N2c2ccc(OC)cc2)cc1` (centres undefined) : 2.1
# NCOA2 inhibitor result of `O=C(Nc1ccc2c(c1)OCO2)N1CCC(c2nc3ccc(Cl)cc3[nH]2)CC1` : -14.5

# Next part
NCOA2 inhibitor	canonical_smiles
-9.1	O=C(N[C@H](Cc1ccccc1)C(=O)NC1CCCCC1)[C@H]1O[C@@H](n2ccc(=O)[nH]c2=O)[C@H](O)[C@@H]1O
24.1	COc1ccccc1CCn1cnc(-c2ccc(OC)c(OC)c2)c1CC(C)C
-15.9	C=CS(=O)c1sc(Cl)c(N2CCOCC2)c1[N+](=O)[O-] (centres undefined)
20.1	CCOC(=O)N1CCN(C(=O)C[C@@H]2C(=O)N(CCc3ccc(Cl)cc3)/C3=C/CCCCC[C@@]32C(=O)OCC)CC1
-5.8	CC(=O)N1N=C(c2ccccc2OC(=O)/C=C/c2ccccc2)CC1c1ccccc1 (centres undefined)
-91.6	Cc1cc(C)cc(N(CC(=O)NC2CCC(C)CC2)S(=O)(=O)c2ccc(C(C)(C)C)cc2)c1 (centres undefined)
-5.8	CC(C)(O)c1[nH]c2ccc(C#N)cc2c1C(C)(C)O
-22.3	O=S1(=O)c2c(cccc2N2CC[C@H](O)C2)O[C@@H]2CCN1C2
-0.5	Cc1ccc(NC(=S)NNC(=O)CSc2nnc(SCc3cccc4ccccc34)s2)cc1
-4.0	C#CCN(C[C@H]1[C@H](OC(=O)NCCCCCC)[C@H](OC(=O)NCCCCCC)CN(C(=O)OC(C)C)N1C(=O)OC(C)C)S(=O)(=O)c1ccc(C)cc1
2.9	C#CCOCCOCCOCCNc1nc(N2CCN(C(=O)[C@H]([C@@H](C)CC)n3cc([C@@H](N)CC(C)C)nn3)CC2)nc(N2CCN(C(=O)[C@H](Cc3ccc(O)cc3)n3cc([C@@H](N)CC(C)C)nn3)CC2)n1
13.9	OC(c1ccccc1)(c1ccccc1)C1CCN(CCCOc2ccc(-c3ccsc3)cc2)CC1
14.7	COC(=O)[C@@]1(Cc2ccc(F)cc2)[C@H]2c3cc(C(=O)N(C)C)n(Cc4ccc(OC)c(OC)c4)c3C[C@H]2CN1C(=O)c1ccccc1
10.5	CCOc1ccc(Nc2oc(-c3ccccc3Cl)nc2C#N)cc1
12.2	COCCCn1c(C)cc(C(=O)COC(=O)CCc2nc3ccccc3c(=O)[nH]2)c1C
-12.3	Cc1ccc(NC(=O)Cc2cccc(OC(F)(F)F)c2)c(S(=O)(=O)N2CCOCC2)c1
-17.2	C=CC[C@@]1(c2ccccc2)Oc2ccccc2-c2nc3ccccc3nc21
-42.2	CC(c1ccccc1)n1cc(C(=O)N2CCCC2)nn1 (centres undefined)
18.9	CCOC(=O)C1=CCN(S(=O)(=O)c2ccc(Br)cc2)C1c1ccc(F)cc1 (centres undefined)
1.0	O=C(NC1CCCCN(Cc2ccc(Cl)cc2)C1=O)C1C2CC3CC(C2)CC1C3 (centres undefined)
0.6	O=c1ccn(C2CC(O)C(COC(c3ccccc3)(c3ccccc3)c3ccccc3)O2)c(=O)[nH]1 (centres undefined)
-15.7	Cn1c(CNC(=O)c2ccccc2F)nnc1SCc1nc2ccccc2c(=O)[nH]1
-0.4	CC(=O)O[C@@H]1CCC[C@@]2(C(=O)Nc3ccccc32)[C@H]1NC(=O)C(C)C
-16.9	O=C(NCCc1ccccc1)OCc1cn(Cc2ccc(C(F)(F)F)cc2)nn1
14.3	CCCCc1c(-c2ccccc2OC)ncn1Cc1ccc(F)cc1F
22.6	CCC1=NN2C(=N)/C(=C\c3ccc(OCCOc4ccccc4)c(OC)c3)C(=O)N=C2S1
-46.9	COC(=O)c1ccc2nc(-c3ccccc3)c(Cc3ccccc3)n2c1
8.3	O=C(NCc1ccc(Cl)cc1)OCCN1C(=O)CCC12CCC(c1ccccc1)CC2 (centres undefined)
4.5	COC(=O)C1CN(Cc2ccc(F)cc2)CCS(=O)(=O)N1Cc1cn(Cc2ccc(Cl)cc2)nn1 (centres undefined)
